Compound activity (PubChem BioAssay)
BCLXL inh: blocks human Bcl-xL binding to Bim BH3 peptide. Q07817. GST-Bcl-xL / FITC-Bim BH3 peptide fluorescence polarization. inhibition, % at 10.9 µM. 320,000 tested, 0.7% active. AID 2129;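 active = inhibition above the mean of all tested compounds plus 3 SD, cutoff set per campaign, cut at about 30% in these data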;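 note: 0% = DMSO wells and 100% = unlabeled Bim-BH3 peptide competitor; inhibitors lower millipolarization by displacing the labeled peptide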
MEX-5 binding: C. elegans MEX-5 TCR-2 RNA binding activity; MEX-5/FITC-TCR2 RNA binding, fluorescence polarization; active compounds read low; activity score (negative = inhibition of binding), % at 10 µM; 300,000 tested, 0.38% active; AID 1832;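 active = inhibition past about -25% in most replicates, and total fluorescence under double the plate's negative control median, limit read from the data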;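 note: 0% = DMSO and -100% = 5 µM competing unlabeled TCR2 RNA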
Fam108B counter: counter-screen for RBBP9 inhibitors: inhibitors of mouse Fam108B. recombinant Fam108B, FP-Rh probe fluorescence polarization. 300,000 tested, 0.33% active. AID 1947. inhibition, % at 9.51 µM;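 active = inhibition above the screen mean inhibition plus 3 SD, computed separately per campaign, cut at about 18% in these data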;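 note: inhibitors lower polarization as less probe binds the enzyme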
Efflux pump mplx: blocks antifungal efflux pumps in multiplex yeast assay; S. cerevisiae Candida pump triplex, Nile Red efflux; inhibition, % at 10 µM; 330,000 tested, 0.44% active; AID 485275;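 active = plate passing quality check with inhibition over a set limit, or well fluorescence over plate mean plus 4 SD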;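 note: Nile Red retained in pooled yeast measured as flow cytometry median fluorescence; 0% = buffer negative control and 100% = Enniatin B positive control; higher means more Nile Red kept so more efflux inhibition; some compounds called inactive have numbers as strong as hits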
GRK2 inh: blocks RNA aptamer binding to human GRK2; inhibition of aptamer binding, % at 10 µM; P25098; bead flow cytometry, FAM-aptamer displacement from GRK2; 330,000 tested, 0.59% active;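 active = inhibition of aptamer binding above 40%, roughly 3 SD of noise, on plates passing a quality check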;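 note: median bead fluorescence of bound FAM aptamer so fluorescent compounds give negative values; no value below 0 was filed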
MCL1-BIM inh: inhibitors of human MCL1 binding to BIM-BH3 peptide; Q07820; GST-MCL1 / FITC-Bim-BH3 fluorescence polarization; inhibition, % at 10.9 µM; 320,000 tested, 0.68% active;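 active = inhibition above the mean inhibition of all tested compounds plus 3 SD, set per campaign, cut at about 40% in these data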;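 note: 0% = DMSO wells and 100% = unlabeled Bim-BH3 peptide control; higher means more loss of mP so more displacement of Bim peptide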
VLA-4 inh: inhibition in a human VLA-4 binding assay; P13612; inhibition, % (about 7 µM as worked out from the volumes in the protocol); AID 2557; VLA-4 expressing cells, ligand binding flow cytometry; 330,000 tested, 0.2% active; in the data active = inhibition above about 50%
Target sequence (P13612 whole entry, looked up): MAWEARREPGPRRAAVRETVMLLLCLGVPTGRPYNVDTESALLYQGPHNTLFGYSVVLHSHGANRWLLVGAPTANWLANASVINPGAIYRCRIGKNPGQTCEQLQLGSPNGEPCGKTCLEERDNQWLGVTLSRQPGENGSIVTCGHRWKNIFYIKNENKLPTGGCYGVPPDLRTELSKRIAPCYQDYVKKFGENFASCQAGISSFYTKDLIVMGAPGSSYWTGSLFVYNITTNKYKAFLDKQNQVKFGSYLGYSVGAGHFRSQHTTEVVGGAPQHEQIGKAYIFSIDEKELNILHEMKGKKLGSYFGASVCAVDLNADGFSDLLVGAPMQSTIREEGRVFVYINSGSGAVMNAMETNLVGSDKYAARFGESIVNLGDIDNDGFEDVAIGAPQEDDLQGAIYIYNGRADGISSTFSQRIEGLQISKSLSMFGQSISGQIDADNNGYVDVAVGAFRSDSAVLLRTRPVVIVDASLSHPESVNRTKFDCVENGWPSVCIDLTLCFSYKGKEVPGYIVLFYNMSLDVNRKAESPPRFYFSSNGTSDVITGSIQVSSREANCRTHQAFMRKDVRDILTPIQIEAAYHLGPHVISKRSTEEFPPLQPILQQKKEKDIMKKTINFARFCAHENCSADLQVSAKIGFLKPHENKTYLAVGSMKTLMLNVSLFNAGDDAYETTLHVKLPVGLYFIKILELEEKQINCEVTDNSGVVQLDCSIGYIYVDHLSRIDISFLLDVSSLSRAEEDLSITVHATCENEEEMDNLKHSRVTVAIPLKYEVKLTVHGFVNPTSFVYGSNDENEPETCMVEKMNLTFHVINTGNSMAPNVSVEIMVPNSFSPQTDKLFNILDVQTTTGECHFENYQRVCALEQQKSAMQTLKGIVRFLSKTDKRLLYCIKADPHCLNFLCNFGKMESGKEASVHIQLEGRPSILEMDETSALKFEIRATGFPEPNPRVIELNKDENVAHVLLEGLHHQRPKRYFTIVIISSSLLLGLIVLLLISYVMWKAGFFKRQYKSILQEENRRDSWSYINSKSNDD
GLD-1 TGE inh: GLD-1-TGE RNA interaction inhibition (C. elegans); Q17339; inhibition, % at 5.96 µM; 320,000 tested, 0.44% active; AID 2280; purified GLD-1 + fluorescein TGE RNA, fluorescence polarization;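 active = percent inhibition above a per-plate cutoff, the plate mean of test compounds plus 3 SD, cut at about 30% in these data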;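 note: 0% = DMSO wells with GLD-1 and probe and 100% = wells lacking GLD-1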
PME-1 inh: PME-1 (human) inhibition | Q9Y570 | recombinant PME-1, FP-Rh probe fluorescence polarization | inhibition, % at 5.9 µM | 320,000 tested, 0.53% active | AID 2130;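 active = inhibition above the campaign mean of all compounds plus 3 SD, cut at about 26% in these data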;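 note: competitive labeling of PME-1 active site by serine hydrolase directed probe; 0% = PME-1 with DMSO and 100% = wells lacking PME-1 enzyme; inhibitors block probe labeling so polarization falls and inhibition rises; many of its hits are not listed in these tables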
* = called active by the depositor; x = not tested or not shown.

SMILES	BCLXL inh	MEX-5 binding	Fam108B counter	Efflux pump mplx	GRK2 inh	MCL1-BIM inh	VLA-4 inh	GLD-1 TGE inh	PME-1 inh
O=C(CC1Sc2ccccc2NC1=O)c1ccc(Br)cc1 (stereo not given)	6	4.6	4	0.4	0	-2	24	-1	-3
COc1ccc2c(c1)C(SCC(=O)NCc1ccccc1)CC(C)(C)O2 (stereo not given)	6	0.0	1	0.1	0	5	22	-1	3
CCOC(=O)c1ccc(NC(=O)Cn2c(-c3nonc3N)nc3ccccc32)cc1	-2	-2.8	-11	-0.2	0	-13	-5	-1	-9
CC1=NN(c2nc(-c3ccc(C)cc3)cs2)C(=O)C1N=Nc1ccc2ccccc2c1 (stereo not given)	-4	1.4	3	0.1	0	-2	9	3	-2
CC(Oc1cccc(F)c1)c1ccnc2nc(/N=C/N(C)C)nn12 (stereo not given)	5	-1.7	3	-0.2	1	-4	-1	4	0
COc1ccc(/C=C/C(=O)Nc2ccc(S(=O)(=O)Nc3cc(C)nc(C)n3)cc2)cc1OC	8	-1.1	-5	0.0	2	6	6	1	-9
COc1ccccc1-c1nc(C#N)c(N2CCC(Cc3ccccc3)CC2)o1	7	1.3	5	0.4	3	8	2	-12	0
COc1cccc(OC)c1CC1SC(=O)NC1=O (stereo not given)	3	-1.9	1	0.0	0	9	0	5	2
CCOc1ccccc1CN1CCC(N2CCOCC2)CC1	0	-2.5	0	0.1	2	-5	10	3	-1
COC(=O)CNC(=O)c1c(C)cc(=O)oc1C	0	2.9	-1	-0.1	0	2	4	7	-7
COC(=O)CC1SC(=O)NC1=Nc1ccc(OC)cc1 (stereo not given)	-1	-0.4	6	0.2	3	6	-1	3	6
COc1ccccc1CNC(=O)C1CCC(CNc2c(N3CCOCC3)c(=O)c2=O)CC1 (stereo not given)	-1	-0.3	0	-0.2	2	-2	-7	2	10
O=C1CS/C(=N/N=C\c2ccn[nH]2)N1	2	-2.2	-1	0.4	0	0	14	0	-3
O=C(CN1CCN(c2ccccn2)CC1)Nc1cccc(Br)c1	-1	2.8	-4	5.0	0	-27	-3	-1	-3
CC(C)C(=O)NC(=S)Nc1ccc(S(=O)(=O)Nc2nccs2)cc1	7	0.1	1	-0.1	2	5	1	0	2
COc1ccc(CCN(C)C/C=C/c2ccccc2[N+](=O)[O-])cc1OC	x	-2.5	x	0.1	0	x	-4	x	x
CC(C)[C@H](NC(=O)c1ccccc1F)C(=O)Nc1ccc(F)c(F)c1	-1	-0.2	2	2.2	2	-1	10	-3	-10
COC(=O)c1[nH]c2ccc(F)cc2c1NC(=O)CCN1CC(C)OC(C)C1 (stereo not given)	-6	-0.4	-1	-0.2	1	1	14	-2	-4
CCOc1ccc(C(=O)NCC(=O)N2CCC(C)CC2)cc1OCC	4	2.4	0	0.0	2	3	3	1	3
O=C(Nc1ccc(Cl)c(Cl)c1)Nc1ccccc1NS(=O)(=O)c1cccs1	1	-4.1	11	-0.1	1	6	40	0	-1

Reformatted with each value named: entries from further up
COc1ccc2c(c1)C(SCC(=O)NCc1ccccc1)CC(C)(C)O2 (stereo not given)
- BCLXL inh: 6
- MEX-5 binding: 0.0
- Fam108B counter: 1
- Efflux pump mplx: 0.1
- GRK2 inh: 0
- MCL1-BIM inh: 5
- VLA-4 inh: 22
- GLD-1 TGE inh: -1
- PME-1 inh: 3

CCOC(=O)c1ccc(NC(=O)Cn2c(-c3nonc3N)nc3ccccc32)cc1
- BCLXL inh: -2
- MEX-5 binding: -2.8
- Fam108B counter: -11
- Efflux pump mplx: -0.2
- GRK2 inh: 0
- MCL1-BIM inh: -13
- VLA-4 inh: -5
- GLD-1 TGE inh: -1
- PME-1 inh: -9

CC1=NN(c2nc(-c3ccc(C)cc3)cs2)C(=O)C1N=Nc1ccc2ccccc2c1 (stereo not given)
- BCLXL inh: -4
- MEX-5 binding: 1.4
- Fam108B counter: 3
- Efflux pump mplx: 0.1
- GRK2 inh: 0
- MCL1-BIM inh: -2
- VLA-4 inh: 9
- GLD-1 TGE inh: 3
- PME-1 inh: -2

Carrying on.
SMILES	BCLXL inh	MEX-5 binding	Fam108B counter	Efflux pump mplx	GRK2 inh	MCL1-BIM inh	VLA-4 inh	GLD-1 TGE inh	PME-1 inh
COC(=O)c1ccccc1NC(=O)CN1CCCCCC1	1	0.6	0	0.2	x	3	5	12	2
COC(=O)[C@]1(Cc2ccccc2)N[C@H](c2ccc(-c3ccc(F)cc3)cc2)[C@@H]2C(=O)N(C)C(=O)[C@@H]21	3	1.6	-3	0.1	0	-9	11	5	-1
N#Cc1ccccc1OCCOCCNC1CCCC1	3	1.4	-3	0.1	1	8	2	-7	-3
CCN(CC)c1ccc(C(=O)O)cc1	-1	-2.7	-3	0.4	2	-2	12	-9	6
CN(CC(=O)Nc1cccc(F)c1)CC(=O)Nc1cc(S(=O)(=O)N2CCOCC2)ccc1Cl	-4	x	x	-0.2	1	2	3	5	11
Clc1ccccc1N=C1NN=C(c2cccs2)CS1	0	4.0	0	0.0	0	4	-21	9	1
COc1ccc(CN2CCC(CO)(CCOc3ccccc3)CC2)cc1C	0	3.3	4	-0.1	0	0	14	-5	0
CCN1CCN(CC(O)COc2ccc3c(c2)CCC3)CC1 (stereo not given)	-1	0.0	-2	0.0	0	5	0	-3	-9

Part of the list above in order of SMILES length, smallest number first.
SMILES	BCLXL inh	MEX-5 binding	Fam108B counter	Efflux pump mplx	GRK2 inh	MCL1-BIM inh	VLA-4 inh	GLD-1 TGE inh	PME-1 inh
CCN(CC)c1ccc(C(=O)O)cc1	-1	-2.7	-3	0.4	2	-2	12	-9	6
CCN1CCN(CC(O)COc2ccc3c(c2)CCC3)CC1 (stereo not given)	-1	0.0	-2	0.0	0	5	0	-3	-9
COc1ccc(CN2CCC(CO)(CCOc3ccccc3)CC2)cc1C	0	3.3	4	-0.1	0	0	14	-5	0

A portion of the library. The share of hits here may be higher or lower than overall.
